Screening data from PubChem BioAssay.
NCI-60 one-dose screen, 48 h, at 10 µM unless noted. Numbers give growth in % (100 = growth as untreated, 0 = no growth, -100 = all killed).
LOX IMVI: LOX IMVI melanoma | 7.4% of 79,000 active | AID 1794757
MDA-MB-468: MDA-MB-468 breast cancer; 8.5% of 78,000 active
HS 578T: HS 578T breast cancer; 4.1% of 78,000 active
T-47D: T-47D breast cancer; 5% of 79,000 active
MDA-MB-231: MDA-MB-231 breast cancer. 5% of 81,000 active. AID 1794789
BT-549: BT-549 breast cancer | 4.4% of 78,000 active | AID 1794793
MCF7: MCF7 breast cancer. 6.3% of 82,000 active. AID 1794796
K-562: K-562 leukemia. AID 1794777. 7.4% of 78,000 active
Starred values were filed as active, the others as inactive; . = not tested or not shown; & = joins results of further samples; [ ] = remark or other dose. How the source made its calls: active means growth percent below 10; inactive means the rest.

SMILES	LOX IMVI	MDA-MB-468	HS 578T	T-47D	MDA-MB-231	BT-549	MCF7	K-562
Nc1nc2c(N=Nc3ccccc3)c(N)nn2c(-c2ccc(Cl)cc2)c1-c1nc2ccccc2s1	98	96	95	98	98	103	94	115
CCOC(=O)c1cnc2ccc(Br)cc2c1Nc1cccc(S(=O)(=O)NC)c1	94	91	96	86	95	101	91	100
O=[N+]([O-])c1ccc(N/N=C(\c2ccccc2)c2ccc(Cl)cc2)nc1	89	129	109	100	104	108	99	79
O=C1CCC(NCc2ccc(Cl)cc2)N1 (stereo not drawn)	95	89	97	88	98	104	94	98
COc1ccc(NC(=O)C(C)=O)cc1	108	107	102	108	108	119	98	103
COc1ccc(CCN2C(=O)CSC2=S)cc1OC	57	-2.8*	104	53	80	110	29	65
Oc1ccc(-c2ccc3c(c2)ncn3-c2cccc(F)c2)cc1	122	115	91	97	100	78	78	89
COc1cc(C)c(OC)c2c1OCO2	97	102	106	91	104	105	97	95
O=c1[nH]c2c(c(=O)[nH]1)OCN(Cc1ccccc1)C2	101	113	103	.	104	98	106	.
COc1ccc2nc3cc(Cl)ccc3c(N3CCN(c4nccc(Nc5ccc(Cl)cc5)n4)CC3)c2c1	62	83	84	32	60	.	42	11
O=C1c2cc(Cl)ccc2Oc2cc([N+](=O)[O-])ccc2N1c1ccc(Cl)cc1F	88	106	103	86	83	.	83	69
Cc1c(C(=O)N=Nc2c(O)[nH]c3ccc(Br)cc23)oc2ccccc12	66	96	54	57	60	78	73	82
CCOc1ccc([C@H]2C(C(=O)c3ccc(Cl)cc3)C3(N[C@@H]2c2ccccc2)C(=O)Nc2ccc(Cl)cc23)cc1 (stereo partly drawn)	14	81	80	38	44	76	31	43
O=C(O)C1=CCC=CC1C(=O)O (stereo not drawn)	106	102	102	107	128	97	98	110
Cn1c(=O)c2c(nc(Br)n2CCC(=O)Nc2ccc(F)cc2)n(C)c1=O	90	113	102	97	102	92	100	97
CC(C)(Oc1ccc(C2CC2(Cl)Cl)cc1)C(=O)O (stereo not drawn)	100	115	113	98	102	117	112	.
Cc1cccc(C(=O)NNC(=O)c2ccc3ccccc3c2)c1	104	115	110	93	103	101	97	86
Nc1cc(-c2ccc(Cl)cc2)nn1-c1nc(-c2ccc(Br)cc2)cs1	102	99	98	98	97	100	90	105
Cc1nn(-c2ccccc2)c(N2CCCCC2)c1-c1nc2ccc(C(=O)NN)cc2[nH]1	96	100	.	79	98	101	95	81
Cn1cnc2cc(Cl)ccc21	98	116	95	100	110	109	98	114
COc1ccc(-n2nc(C(=O)N/N=C\c3ccc(F)cc3)cc2-c2ccc(Cl)cc2)cc1	90	91	88	79	89	.	71	57
N#Cc1c(-c2ccc(Cl)cc2)nc(SCc2ccccc2)[nH]c1=O	98	98	96	92	104	98	87	96
CCC(=O)OCC(=O)C1(OC(=O)CC)C(C)CC2C3CCC4=CC(=O)C=CC4(C)C3(Cl)C(O)CC21C (stereo not drawn)	96	107	126	116	96	.	79	89
CC1(O)CCC(C(C)(C)O)CC1 (stereo not drawn)	100	106	107	.	116	111	99	.
COc1ccc(/C=N/N2CN(C(C)C(=O)O)C(O)(CCl)N=C2N)cc1OC (stereo not drawn)	.	98[100 µM]	95[100 µM]	91[100 µM]	92[100 µM]	88[100 µM]	96[100 µM]	86[100 µM]
New compounds follow:
SMILES	LOX IMVI	MDA-MB-468	HS 578T	T-47D	MDA-MB-231	BT-549	MCF7	K-562
O=C(Oc1ccc(Cl)cc1Cl)c1ccc([N+](=O)[O-])cc1	112	104	92	102	118	109	91	108
Cc1ccc(/C=C(\C#N)c2cc3ccccc3[nH]2)cc1	43	43	62	36	36	57	22	14
CC(C)CNc1nc(NCC(C)C)nc(Oc2ccc(Cl)cc2)n1	94	67	82	66	79	81	91	84
C=CCc1c(O)c(C=O)c(OC)c2c(=O)cc(-c3ccccc3OC)oc12	91	99	104	86	84	107	79	107
COc1ccc(/C=C2\N=C(C)N(CCc3ccc(S(N)(=O)=O)cc3)C2=O)cc1	99	97	87	101	88	95	96	83
O=C1OC(c2nc3ccccc3s2)=C/C1=C\c1cccc([N+](=O)[O-])c1	78	88	83	88	78	85	57	89
CCOC(=O)C1=C(N)N(c2ccc(Cl)cc2)C2=C(C(=O)CC(C)(C)C2)C1c1ccc(F)cc1 (stereo not drawn)	86	83	119	73	81	87	75	.
CC(C)(CO)N=Cc1cc([N+](=O)[O-])ccc1O	58	102	122	97	100	99	90	102
CCCCn1c(=O)c(/C=C/C(=O)/C=C(O)/C=C/c2cc3ccccc3n(CCCC)c2=O)cc2ccccc21	91	100	84	108	105	87	91	97
C#CCNc1ccc(CC2(O)C(=O)Nc3ccccc32)cc1 (stereo not drawn)	95	103	97	94	99	113	88	103
COC(=O)c1cccc(NC(=O)c2nnn(-c3ccc(C)cc3)c2C)c1	.	75	.	54	80	90	80	66
Cc1cc(SCC(=O)c2ccccc2)cc(C)[o+]1	102	104	107	98	82	99	99	118
Cc1[nH]c(C(=O)Nc2ccc(C(=O)NCCN)cc2OC(C)C)c(Cl)c1Cl	-95*	-44*	35	-1.3*	-27*	103	5.4*	-19*
CC(O)CCC(C)O (stereo not drawn)	99	92	121	109	121	104	102	121
Cc1ccc2c(c1)C(=O)C(c1c(-c3[nH]c(=O)c4ccc(C)cc4c3O)c(O)c3ccccc3c1O)=NC2=O	12	-23*	32	12	-6.3*	33	12	11
COc1ccc(/C=N/n2cnc3oc(-c4ccccc4)cc3c2=N)cc1	64	83	83	58	82	101	86	71
Oc1ccccc1/C=N\Nc1ccccc1	53	.	81	45	27	65	61	.
CCOC(=O)Nc1cc(-c2ccc(C)c(NS(C)(=O)=O)c2)nn2c(C)nnc12	-23*	-26*	9.4*	23	27	50	13	17
NS(=O)(=O)c1ccc(-n2cc(COc3ccc(/C=C4/SC(=S)NC4=O)cc3)nn2)cc1	96	105	96	110	109	101	98	100
Cc1cc(C)c(N2C(=O)CC(Nc3cccc(Cl)c3Cl)C2=O)c(C)c1 (stereo not drawn)	.	97	108	92	98	101	95	92
CC(C)(CCC(=O)O)CCC(=O)O	98	100	102	104	109	106	86	102
O=C(Nc1ccc(C(=O)CSc2nc3ccccc3[nH]2)cc1)Nc1ccc([N+](=O)[O-])cc1	71	77	79	62	65	89	67	72
O=S(=O)(Cl)c1cc(Cl)ccc1Cl	100	108	111	100	117	104	105	100
CCCCCCCCCC(=O)Oc1ccc(/C(=C(/C)Cc2cccc(OC)c2)c2ccc(OCCCN(C)C)cc2)cc1	97	88	79	69	102	89	41	97
O=c1ssc2ncccc12	60	59	93	.	.	104	29	26

Three structures already listed, sorted by SMILES length, falling.
SMILES	LOX IMVI	MDA-MB-468	HS 578T	T-47D	MDA-MB-231	BT-549	MCF7	K-562
CC(C)CNc1nc(NCC(C)C)nc(Oc2ccc(Cl)cc2)n1	94	67	82	66	79	81	91	84
O=S(=O)(Cl)c1cc(Cl)ccc1Cl	100	108	111	100	117	104	105	100
CC(C)(CCC(=O)O)CCC(=O)O	98	100	102	104	109	106	86	102

Some entries already given, reduced to BT-549, HS 578T and LOX IMVI.
structure	BT-549	HS 578T	LOX IMVI
O=C1OC(c2nc3ccccc3s2)=C/C1=C\c1cccc([N+](=O)[O-])c1	85	83	78
CCCCCCCCCC(=O)Oc1ccc(/C(=C(/C)Cc2cccc(OC)c2)c2ccc(OCCCN(C)C)cc2)cc1	89	79	97
Cc1cc(SCC(=O)c2ccccc2)cc(C)[o+]1	99	107	102
CC(C)CNc1nc(NCC(C)C)nc(Oc2ccc(Cl)cc2)n1	81	82	94
CC(O)CCC(C)O (stereo not drawn)	104	121	99

Reprinted at random: five records from the list, in no set order.
SMILES	LOX IMVI	MDA-MB-468	HS 578T	T-47D	MDA-MB-231	BT-549	MCF7	K-562
C#CCNc1ccc(CC2(O)C(=O)Nc3ccccc32)cc1 (stereo not drawn)	95	103	97	94	99	113	88	103
COc1ccc(/C=N/n2cnc3oc(-c4ccccc4)cc3c2=N)cc1	64	83	83	58	82	101	86	71
Oc1ccc(-c2ccc3c(c2)ncn3-c2cccc(F)c2)cc1	122	115	91	97	100	78	78	89
CCOc1ccc([C@H]2C(C(=O)c3ccc(Cl)cc3)C3(N[C@@H]2c2ccccc2)C(=O)Nc2ccc(Cl)cc23)cc1 (stereo partly drawn)	14	81	80	38	44	76	31	43
CC(C)(CCC(=O)O)CCC(=O)O	98	100	102	104	109	106	86	102

(cont.)
SMILES	LOX IMVI	MDA-MB-468	HS 578T	T-47D	MDA-MB-231	BT-549	MCF7	K-562
CC(Cc1cccc2ccccc12)C(C)(C(=O)Oc1ccccc1)C(=O)Oc1ccccc1 (stereo not drawn)	95	96	82	67	96	104	90	80
NC(=O)c1cnccn1	95	89	106	97	104	102	103	103
O=C(CSc1nnnn1-c1ccccc1)c1cc2ccccc2oc1=O	107	90	92	53	95	91	42	92
CCc1c(Cl)c(C)c(Cl)c(O)c1Cl	93	103	103	106	93	94	100	.
CC(=O)Oc1nc2[nH]c(=O)sc2c(C)c1Cc1ccccc1	92	83	99	89	92	94	95	107
CC(=O)OCC1OC(Oc2ccc(C(=O)C(=O)N3CCCC3)cc2)C(OC(C)=O)C(OC(C)=O)C1OC(C)=O (stereo not drawn)	96&93	104&95	104	96&108	94&110	107&101	103&110	100&112
[O-][n+]1ccccc1CCc1cccc[n+]1[O-]	102	98	106	96	98	105	103	99
C=C(C)[C@@H]1CC[C@]2(C(=O)OC)CC[C@]3(C)[C@H](CC[C@@H]4[C@@]5(C)C/C(=C/c6ccco6)C(=O)C(C)(C)[C@@H]5CC[C@]43C)[C@@H]12	.	110	101	80	98	97	92	89
CCCCCCCCCCCCC(CN(C)C)C(=O)c1ccccc1 (stereo not drawn)	70	47	69	71	40	77	68	55
CNC(=O)c1cc(Oc2cccc3nc(NC(=O)Nc4cc(C(F)(F)F)cc(C(F)(F)F)c4)ccc23)ccn1	13	32	22	15	23	46	50	72
Cn1cc(-c2csc(-c3cn(C)c4ncccc34)n2)c2cc(F)cnc21	72	-10*	.	52	63	86	58	.
O=C1/C(=C\c2ccc3ccccc3c2)Sc2ccc(Cl)cc21	98	106	103	71	87	109	38	97
CCOC(=O)c1c(-c2ccc(OC)cc2OC)c(C#N)c(=O)n(Cc2nc3ccccc3[nH]2)c1N	100	94	102	86	92	109	81	102
C=C(C)[C@@H]1CC[C@]2(C(=O)Nc3ccccn3)CC[C@]3(C)[C@H](CC[C@@H]4[C@@](C)(CCC#N)[C@H](C(=C)C)CC[C@]43C)[C@@H]12	.	85	94	40	82	82	68	59
Nc1c(C(=O)c2ccc(Cl)cc2)sc2nc(-c3cc4ccccc4o3)cc(-c3ccc(Cl)cc3)c12	89	.	89	80	88	95	68	73
CCOC(=O)Nc1ccc(NC(=O)OCC)cc1	100	100	99	89	96	116	93	97
Nc1cc(Cl)ccc1S	95	112	97	92	100	107	95	100
Cc1nn(-c2ccccc2)c(N2CCCCC2)c1/C=N/NC(=O)Cn1c(=O)sc2ccccc21	60	86	79	60	79	80	67	43
N#CCN1CCCCCC1	99	104	109	105	112	103	84	104
C=CCn1c(C)nc2cc(Nc3nc(N)c4ccccc4n3)ccc21	98	111	106	89	97	119	98	77
Cc1ccc(NC(=O)CNCC(C)C)cc1Cl	101	98	92	92	98	97	97	107
CCC(=O)c1c(C)cc(C)c(C(=O)CC)c1C	97	86	103	.	98	76	101	108
COc1ccc(Nc2ncccc2C(=O)NCc2cn(Cc3cccc(Oc4ccccc4)c3)nn2)c(OC)c1	48	15	15	52	24	43	25	21
CCC(/C=N/N=C(N)N)OC (stereo not drawn)	98	106	108	116	119	102	91	99
CCn1cc(C(=O)O)c(=O)c2cc(F)c(N3CCN(C(=O)CSc4nc(-c5ccc(OC)cc5)c(C#N)c(=O)[nH]4)CC3)cc21	98	103	93	84	117	93	100	94
Additional entries
SMILES	LOX IMVI	MDA-MB-468	HS 578T	T-47D	MDA-MB-231	BT-549	MCF7	K-562
CN(C)c1cccc2c(S(=O)(=O)/N=C(\N)Nc3nc4ccccc4s3)cccc12	52	-8.0*	68	40	68	48	30	22
O=C1C(C2SC(=S)N(C3CCCC3)C2=O)SC(=S)N1C1CCCC1 (stereo not drawn)	.	119	99	89	99	117	90	92
Cc1[nH]c(-c2nc3ccccc3[nH]2)c(C)c1C(=O)NNc1ccccc1	94	94	96	86	90	97	89	101
O=C(O)c1cn(C2CC2)c2cc(N3CCN(Cn4nc(-c5cccnc5)n(-c5ccccc5)c4=S)CC3)c(F)cc2c1=O	95	109	101	.	107	84	93	86
CN1C(=O)N(C)C2NC(N=Nc3c(O)[nH]c4ccccc34)=NC21 (stereo not drawn)	96	113	98	.	96	100	99	107
Oc1ccccc1/C=N/N=C/c1c(O)ccc2ccccc12	85	83	101	63	70	78	53	78
COc1ccc(/C=C(/C)CO)cc1	94	103	95	83	103	93	97	110
Cc1ccc(-c2nc3c(N=Nc4ccc(S(N)(=O)=O)cc4)c(N)nn3c(N)c2C#N)cc1	22	5.9*	39	34	40	56	28	20
C#Cc1cccc(NC(=O)c2cccc(N=C=S)c2)c1	98[8.25 µM]	97[8.25 µM]	101[8.25 µM]	95[8.25 µM]	103[8.25 µM]	105[8.25 µM]	93[8.25 µM]	104[8.25 µM]
Cc1ccc(-c2nc(SCC(=O)c3ccccc3)c(S(=O)(=O)c3ccccc3)[nH]2)cc1	88	82	101	59	97	86	101	84
c1ccc(CCc2cccnc2)cc1	99	101	101	100	102	109	103	109
COc1ccc(OC)c(C(=O)CCCCC(=O)c2cc(OC)ccc2OC)c1	74&78	80&87	86&83	81&56	65&85	96&78	85&59	54&58
COc1ccccc1NC(=O)Nc1ccc(C(C)C)cc1	101	92	122	.	96	97	89	95
COc1ccc2c(c1)OC13Oc4cc(OC)ccc4C=C1CCCCC3=C2	100	96	99	68	94	92	75	89
CN(C)S(=O)(=O)n1cnc([C@H]2c3c(ncn3Cc3ccccc3)C[C@H]3COC(=O)[C@H]32)c1	100	101	.	102	111	98	98	86
N=C(N)SCc1cccc2c(CSC(=N)N)cccc12	98	108	100	96	99	107	98	103
Nc1c(Cl)cc(Cl)cc1[N+](=O)[O-]	108	119	99	103	104	91	98	100
CNCCNc1nc2ccccc2c2c(=O)c3cc(F)ccc3oc12	45	59	71	96	39	70	45	56
